S1P4 agonist – S1P4 receptor agonists, primary screen, cell-based; Sphingosine 1-phosphate receptor 4 (Homo sapiens), O95977; S1P4-expressing cell line, agonist reporter assay; activation, % at 4.98 µM; 0.35% of 220,000 active; in the data active means activation above about 11%;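 further: 0% = DMSO vehicle and 100% = reference agonist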
Target sequence (O95977 whole entry, looked up): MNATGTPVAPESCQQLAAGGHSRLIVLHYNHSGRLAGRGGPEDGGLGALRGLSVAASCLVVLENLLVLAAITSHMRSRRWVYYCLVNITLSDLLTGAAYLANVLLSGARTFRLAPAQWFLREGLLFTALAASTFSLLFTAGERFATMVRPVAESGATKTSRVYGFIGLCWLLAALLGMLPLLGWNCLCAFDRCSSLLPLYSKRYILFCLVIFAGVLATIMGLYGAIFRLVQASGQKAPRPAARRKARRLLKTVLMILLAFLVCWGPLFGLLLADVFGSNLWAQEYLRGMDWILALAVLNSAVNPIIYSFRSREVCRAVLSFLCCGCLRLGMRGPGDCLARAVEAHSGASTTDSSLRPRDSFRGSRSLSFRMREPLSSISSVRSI
CHOP inhibitor – inhibitors of CHOP promoter induction, primary screen, cell-based, unfolded protein response, luciferase reporter. CHO-K1 CHOP-promoter luciferase, tunicamycin-induced, 15-18 h. inhibition, % at 10 µM. 3.8% of 220,000 active;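 active means compounds that reduced the stress-induced luciferase reporter signal by more than about 70% of percent inhibition, limit read from the data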;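 further: 0% = tunicamycin plus vehicle and 100% = wells without tunicamycin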
NPY-Y2 PAM-ag – NPY-Y2 potentiators or agonists, primary screen, cell-based; Neuropeptide Y receptor type 2 (Homo sapiens), P49146; cells expressing NPY-Y2, potentiator/agonist read-out; activation, % at 3.6 µM; 0.45% of 220,000 active; AID 1359, 2008; in the data active means activation above about 27%;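 further: cells stimulated with NPY near EC25 plus isoproterenol at EC100; 0% = vehicle plus submaximal agonist and 100% = vehicle plus saturating agonist; some results beyond the cut were filed as inactive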
Ba/F3 V617F tox – reduced viability of JAK2V617F-dependent Ba/F3 cells, primary screen, JAK2V617F inhibitor project, cell-based, Ba/F3 EpoR-JAK2V617F, luminescence; inhibition, % at 5.6 µM; 1.1% of 220,000 active; ATP luminescence; AID 1446, 2008;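 active means inhibition above the campaign mean plus 3 SD over all tested compounds, cut at about 24% in these data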;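 further: cytokine-independent growth of Ba/F3 cells driven by EpoR plus mutant JAK2; 0% = DMSO-treated cells and 100% = JAK inhibitor I control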
p47phox inh – p47phox/p22phox peptide binding inhibitors, primary screen, biochemical, uHTS, NADPH oxidase regulatory subunit | inhibition, % at 24.7 µM | 0.53% of 220,000 active | Neutrophil cytosol factor 1 (Homo sapiens), P14598 | fluorescence polarization, 2 h;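 active means inhibition above about 30%, limit read from the data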;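 further: 0% = p47phox with labelled peptide and 100% = labelled peptide alone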
Target sequence (P14598 whole entry, looked up): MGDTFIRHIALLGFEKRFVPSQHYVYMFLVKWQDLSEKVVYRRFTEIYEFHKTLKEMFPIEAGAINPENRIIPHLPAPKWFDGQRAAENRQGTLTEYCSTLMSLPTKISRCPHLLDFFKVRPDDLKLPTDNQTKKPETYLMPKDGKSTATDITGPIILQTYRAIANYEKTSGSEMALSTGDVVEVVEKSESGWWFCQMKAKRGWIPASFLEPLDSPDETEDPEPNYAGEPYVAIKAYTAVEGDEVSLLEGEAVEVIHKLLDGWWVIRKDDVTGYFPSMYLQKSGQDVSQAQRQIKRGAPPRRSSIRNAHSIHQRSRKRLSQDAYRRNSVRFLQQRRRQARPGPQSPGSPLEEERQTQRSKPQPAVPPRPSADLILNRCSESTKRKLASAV
NPY-Y1 PAM-ag – NPY-Y1 receptor potentiators or agonists, primary screen, cell-based. Neuropeptide Y receptor type 1 (Homo sapiens), P25929. NPY-Y1 expressing cells, potentiator/agonist activation. activation, % at 3.6 µM. 0.37% of 220,000 active. AID 1304, 2008; in the data active means activation above about 33%, passing the limit was not always enough;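 further: cells stimulated with NPY at EC10 then isoproterenol at EC100; 0% = low agonist plus stimulus and 100% = saturating agonist plus stimulus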
S1P4 antagonist – S1P4 receptor antagonists, primary screen, cell-based; Sphingosine 1-phosphate receptor 4 (Homo sapiens), O95977; S1P4-expressing cells, antagonist mode, reporter read-out; inhibition, % at 4.98 µM; 0.26% of 220,000 active; in the data active means inhibition above about 29%;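 further: 0% = wells stimulated with agonist and 100% = vehicle wells without agonist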
BaF3 parental – parental Ba/F3 cell viability inhibition, counter-screen for JAK2V617F inhibitor project, murine pro-B, CellTiter-Glo luminescence | AID 1486, 2009 | CellTiter-Glo ATP luminescence | inhibition, % at 5.6 µM | 1.1% of 220,000 active;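 active means inhibition above a per-campaign cutoff, the mean inhibition of all tested compounds plus 3 SD, cut at about 27% in these data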;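 further: 0% = DMSO wells and 100% = JAK Inhibitor I control wells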
NPY-Y1 antag – NPY-Y1 receptor antagonists, primary screen, cell-based; 1% of 200,000 active; Neuropeptide Y receptor type 1 (Homo sapiens), P25929; HEK293-CNG Y1 cells, membrane potential fluorescence; NPY at EC95, then isoproterenol; AID 1040, 2008; inhibition, % at 3.6 µM;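 active means inhibition above the campaign mean inhibition of all tested compounds plus 3 SD, cut at about 20% in these data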;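 further: 0% = DMSO wells given NPY plus isoproterenol and 100% = isoproterenol alone without NPY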
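Benchmarks – high control isoproterenol alone, low control NPY with isoproterenol · Material – HEK293 Y1/CNG channel cell line · Times – dye 3 h, compound 60 min room temperature, stimulation 45 min · Probe or stimulus – NPY (25 nM), isoproterenol (1 µM), Ro 20-1724 (25 µM) · Evaluation – % inhibition of NPY effect · Signal – fluorescence, membrane potential probe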
* marks the source's active call; other numbers are inactive results; x = not tested or not shown.

smiles	p47phox inh	NPY-Y1 antag	NPY-Y2 PAM-ag	BaF3 parental	NPY-Y1 PAM-ag	CHOP inhibitor	S1P4 agonist	Ba/F3 V617F tox	S1P4 antagonist
Cc1ccc(C)c(-n2cc(CN3CCN(C(=O)c4ncn[nH]4)CC3)c(-c3ccccc3)n2)c1	-2	-3	-10	9	13	9	0.4	1	-8
COc1ccc(C2(O)CCN(Cc3nnnn3Cc3ccc(C)cc3)CC2)cc1	-4	-1	-1	3	-20	9	-1.1	3	-2
CC(C)CNC(=O)COC(=O)/C=C/c1ccco1	-4	-2	9	3	2	13	0.8	-4	-6
CCOC(=O)c1c(NC(=O)COC(=O)c2ccncc2)sc(C)c1C	-29	-1	0	8	8	34	0.8	3	-29
Cc1cccc(C(=O)N2CCCCCC2)c1	15	3	-5	3	-12	-5	1.6	-2	-29
O=C1CCC(Cc2ccccc2)N1 (stereo not given)	1	2	2	2	9	-7	0.2	-1	-26
Cc1ccc(CN2CCN(/N=C/c3ccc(C)s3)CC2)cc1	-11	10	-1	5	-12	58	-0.6	-2	5
CN1CCC(=NNC(=O)C(=O)NC(C)(C)C)CC1	0	-3	3	1	-6	-6	-7.3	-4	-16
O=C(CSc1n[nH]c(-c2cccs2)n1)NCc1ccc2c(c1)OCO2	-54	6	-12	3	-11	-2	1.1	-4	0
CC(=O)NC1=NN(C(C)=O)C(C)(c2cccs2)S1 (stereo not given)	5	2	-3	62*	-5	x	-1.6	62*	-12
CCC(Oc1ccccc1)C(=O)NC1C(=O)N2C1SC(C)(C)C2C(=O)O (stereo not given)	-3	0	7	1	10	6	3.1	-1	1
CC(OC(=O)c1ccc(Cl)nc1)C(=O)NC(C)(C)C (stereo not given)	1	0	-1	1	-6	4	2.1	1	-22
CC(C)(C)NC(=O)COC(=O)c1ccc(Cl)c(S(N)(=O)=O)c1	-1	1	11	2	10	-19	-0.7	-3	9
CCN(CC)Cc1ccccc1Sc1ccccc1	-5	12	2	6	-16	18	-1.6	2	-1
O=C(CSc1ncn[nH]1)NC12CC3CC(CC(C3)C1)C2	-8	1	-9	7	0	10	-0.3	3	2
CCOC(=O)C(Cc1ccccc1)NC(C)=O (stereo not given)	-4	4	1	3	5	-7	1.7	2	-4
CCOc1cc(S(=O)(=O)NCCc2cccc(C)c2)c(OCC)cc1-n1cnnn1	-9	-1	-11	3	-24	-3	-0.1	1	-6
Cc1ccc(-c2cc(C(=O)O)c3sc(N4CCCCC4)nc3n2)cc1	-4	4	-2	7	2	17	1.4	2	-2
O=C(O)c1ccccc1C(=O)NCc1ccc(F)cc1	2	0	-1	3	-20	-17	1.6	-1	-4
Nc1ccccc1SCC(=O)Nc1nc(-c2ccccc2)cs1	-3	-6	8	8	2	11	1.3	14	11
Cc1ccc(S(=O)(=O)NC(=O)Nc2ccc(OC(F)F)cc2)cc1	-8	x	13	1	-7	0	0.2	1	-1
CC(C)COc1ccc(C(=O)Nc2scc(-c3ccc(Cl)cc3Cl)c2C(N)=O)cc1	-23	-1	4	6	28	-12	0.6	0	-12
Cc1cc(NC(=O)CSc2nnnn2C2CCCC2)no1	-7	-4	5	-2	3	-13	-2.0	-3	-3
O=c1cc(O)nc(SCc2ccccc2)n1-c1ccc(F)cc1	-37	2	-8	31*	-2	-8	-3.8	4	-3
CC(=O)c1cnc(Nc2nc(C)c3cc(C)ccc3n2)nc1C	x	-8	-4	5	1	x	-3.0	-4	-24
O=C(O)CCCC(=O)N1CCN(c2nc(-c3ccccc3)c3ccccc3n2)CC1	-11	1	-7	7	-3	10	0.4	2	2
COc1ccc(-c2cc(-c3cc(F)ccc3O)[nH]n2)cc1OC	-32	-8	11	7	13	-44	1.2	0	-15
O=C(Nc1ccc[n+](CC(=O)c2cccc3ccccc23)c1)c1ccccc1	-34	-1	-3	9	-22	39	0.1	2	-8
COc1ccc(C(=O)N/N=C/c2ccc(SC)cc2)cc1	-9	-2	9	4	-2	-10	0.6	-3	-7
O=C(CSc1nnnn1C1CCCC1)N1CCN(C(=O)c2ccco2)CC1	-3	1	0	0	-4	-17	1.1	-1	1
O=C(N/N=C/c1ccc([N+](=O)[O-])cc1)c1c[nH]c2ccccc12	-13	3	3	7	6	28	0.6	1	-16
CSCCOC(=O)C1=C(C)Nc2ccc(C)cc2S1	3	-8	20	9	12	51	2.3	-1	3
CN(CCO)C(=O)C(c1ccccc1)c1ccccc1	-7	x	-5	-6	21	5	1.3	-2	-20
O=C(COC(=O)c1ccc2[nH]c3c(c2c1)CCCC3)NC1CCS(=O)(=O)C1 (stereo not given)	-7	1	-5	3	-23	7	-0.3	2	-13
COC(=O)c1cc2occc2n1Cc1nc(-c2ccccc2F)oc1C	-13	x	-15	-2	9	12	0.6	-1	-11
CC(=O)CCc1ccc(Oc2nc(-c3cccnc3)nc3ccccc23)cc1	-47	-3	-17	8	-17	39	0.9	-2	-18
CCOc1ccccc1NS(=O)(=O)c1cn(C)c(=O)n(C)c1=O	-3	x	-3	-3	7	13	-1.2	0	3
CCn1c(Cc2ccccc2)nnc1SCC(=O)Nc1ccccc1	-1	14	1	3	-5	0	-2.6	-1	-5
CCOC(=O)c1ccccc1NC(=O)CSc1nnc(Cc2cccn2C)n1-c1ccc(F)cc1	-7	-4	-8	-2	-22	51	1.8	2	-11
CCC(=O)NC(=S)Nc1ccc(NC(=O)c2ccco2)c(OC)c1	-1	1	7	1	-9	15	0.9	-2	-12
CC(C)c1nc(SCC(=O)N2c3ccccc3CC2C)c2ccccc2n1 (stereo not given)	-2	7	-14	8	-38	34	1.6	1	6
Cc1ccc(Cl)cc1N1CCN(C(=O)CSc2ccsc2[N+](=O)[O-])CC1	-36	4	-2	4	-1	32	1.9	0	-8
CNC(=S)N(CCc1c(C)[nH]c2ccc(C)cc12)Cc1ccc(OC)c(OC)c1	-28	-3	12	11	10	16	0.1	5	9
NS(=O)(=O)c1ccc(NC(=O)Cc2c(F)cccc2Cl)cc1	-6	4	-1	2	16	0	2.1	-2	7
O=C(NCCCN1CCCC1=O)c1ccc2c(c1)OCO2	-10	-4	-5	-2	17	5	-2.0	0	-5
Cc1cccc(-n2c(C)cc(/C=N/n3cnnc3)c2C)c1	-5	3	2	7	1	-6	-2.5	1	4
COC(=O)c1c(C(=O)OC)c2ccncn2c1Cl	-10	-4	-2	8	-1	33	-1.2	-1	-11
CCC(=O)Nc1ccc(NC(=O)/C=C/c2ccc(Cl)cc2)cc1	1	3	3	-1	-7	-16	-1.6	-2	2
O=C(Cc1cc(=O)[nH]c(=O)[nH]1)NCc1ccccc1	1	-2	11	4	-11	13	1.0	-1	1
COc1ccc(/C=C/C(=O)O)cc1COc1cccc(C)c1	4	0	-7	4	-3	-19	-0.5	-3	-20
N#C/C(=C(/O)COc1ccccc1)c1nc2ccccc2s1	-7	-9	20	-1	29	8	1.1	-1	-4
O=C(NCc1ccco1)Nc1ccc2nsnc2c1	-24	-1	-4	1	-2	-2	1.1	2	-3
C=CCNC(=O)c1ccccc1NS(=O)(=O)c1ccc(SC)cc1	-6	2	0	1	0	-3	9.0	2	-7
Oc1ccc(-c2csc(-c3cccnc3)n2)c(O)c1	3	-3	0	18	-7	53	-1.0	4	-3
COC(=O)[C@@H]1CCCN1Cc1c(C(=O)N2CCOCC2)nc2c(C)cccn12	3	-2	-10	2	7	-21	-3.5	-1	14
COc1cccc(OCCn2c(C)c(/C=N/n3cnnc3)c3ccccc32)c1	-7	1	14	5	0	32	-0.7	5	13
O=C(CC(SCCO)c1ccc(F)cc1)c1ccco1 (stereo not given)	-7	-12	26	1	11	-4	-0.3	-3	0
CC(C)NS(=O)(=O)c1ccc(OCC(=O)Nc2cccc3ccccc23)cc1	-1	0	3	2	-12	23	0.1	0	-4
COc1cccc(NC(=O)CSc2nc3ccccc3n2C)c1	1	3	-46	-1	-22	7	-0.5	-3	-1
CCOC(=O)c1c(NC(=O)CSc2nnnn2-c2ccc(OC)cc2)sc(C)c1C	-44	11	-2	0	-12	40	-0.6	-4	-14

Next part
smiles	p47phox inh	NPY-Y1 antag	NPY-Y2 PAM-ag	BaF3 parental	NPY-Y1 PAM-ag	CHOP inhibitor	S1P4 agonist	Ba/F3 V617F tox	S1P4 antagonist
Nc1ccc(-c2nc3cc([N+](=O)[O-])ccc3o2)cc1	-5	x	-13	6	-22	-8	-1.5	9	-11
COc1ccc(NC(=O)c2cc(CC(C)C)on2)cc1OC	-13	-1	-8	8	28	-7	-0.7	1	6
CSc1ccc(C#N)cc1NC(=O)c1ccc(Cl)nc1	-6	0	6	3	-2	15	-0.1	1	-13
c1coc(CNc2nc(-c3ccncc3)cs2)c1	-5	4	14	9	-14	8	1.0	5	-15
